Bioassay records as filed in PubChem.
DAX1 inh-1 = NR0B1 (DAX1) inhibition; P51843; HEK293 Gal4-DAX1 luciferase reporter, luminescence; inhibition, % at 6.75 µM; hit rate 0.99% among 340,000; AID 504766;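 active = inhibition above the mean over all tested compounds plus 3 SD, cut at about 4.2% in these data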;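 note: 0% = DAX1-transfected cells with DMSO and 100% = empty-vector control cells with DMSO; inhibition shows as a rise in luminescence from relieved DAX1 repression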
Target sequence (P51843 207-470 limits assumed): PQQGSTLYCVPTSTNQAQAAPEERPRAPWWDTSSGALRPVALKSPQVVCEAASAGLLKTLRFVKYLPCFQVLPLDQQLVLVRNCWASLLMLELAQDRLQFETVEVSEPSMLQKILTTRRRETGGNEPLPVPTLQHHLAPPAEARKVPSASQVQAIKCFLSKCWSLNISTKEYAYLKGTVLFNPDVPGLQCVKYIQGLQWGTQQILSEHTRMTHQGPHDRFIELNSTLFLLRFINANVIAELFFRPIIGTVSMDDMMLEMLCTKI
hcDAF12 agonist = activates DAF-12 receptor from parasite H. contortus; HEK293 hcDAF-12 lit1-tk-luc reporter, luminescence; 0% DMSO, 100% Δ7-dafachronic acid; activation, % at 6.8 µM; hit rate 1.4% among 370,000; AID 652067;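 active = activation above the mean of all tested compounds plus 3 SD, cut at about 5.5% in these data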;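 note: 100% = response to 3 µM Δ7-dafachronic acid high control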
sPLA2-III inh = Blocks human group III sPLA2 activity. hit rate 0.56% among 370,000. QFRET BODIPY PC-A2 liposome hydrolysis, fluorescence. inhibition, % at 12.2 µM. Q9NZ20. AID 743126;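 active = inhibition above mean plus 3 SD of compounds lying within the high and low control bounds, cut at about 19% in these data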;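 note: 0% = median of test compound wells and 100% = no enzyme DMSO wells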
PLCb3 inh = PLC-beta3 (human) inhibition, primary screen; Purified PLC-beta3, fluorogenic substrate, fluorescence; hit rate 0.18% among 370,000; inhibition, % at 12.2 µM; Q01970; in the data active = inhibition above about 11%;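 note: 0% = median of compound wells on plate and 100% = full blocker control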
ADAM10 inh = inhibits human ADAM10. O14672. inhibition, % at 7 µM. AID 720582. recombinant ADAM10, EDANS/DABCYL FRET peptide cleavage, 3 h. hit rate 0.62% among 370,000;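 active = inhibition above a per-campaign cutoff equal to the mean of compounds falling between control-based bounds plus 3 SD, cut at about 20% in these data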;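 note: 0% = DMSO wells while the 100% control is not disclosed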
Target sequence (O14672 214-748 limits assumed): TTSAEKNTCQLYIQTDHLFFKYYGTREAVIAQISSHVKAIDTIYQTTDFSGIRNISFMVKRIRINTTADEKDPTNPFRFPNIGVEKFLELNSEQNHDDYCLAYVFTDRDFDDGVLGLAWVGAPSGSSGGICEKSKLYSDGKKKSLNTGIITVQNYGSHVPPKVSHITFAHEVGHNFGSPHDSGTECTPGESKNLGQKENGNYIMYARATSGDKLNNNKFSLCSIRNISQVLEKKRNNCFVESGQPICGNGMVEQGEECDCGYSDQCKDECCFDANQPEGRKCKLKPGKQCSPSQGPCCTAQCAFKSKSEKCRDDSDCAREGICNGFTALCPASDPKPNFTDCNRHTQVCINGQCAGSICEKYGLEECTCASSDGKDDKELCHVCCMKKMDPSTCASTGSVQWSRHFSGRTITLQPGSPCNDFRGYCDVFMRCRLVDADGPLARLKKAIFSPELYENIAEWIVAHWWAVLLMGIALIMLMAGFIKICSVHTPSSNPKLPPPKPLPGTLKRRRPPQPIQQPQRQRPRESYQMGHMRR
ADAM17 inh = inhibitors of human ADAM17. P78536. recombinant ADAM17, EDANS/DABCYL FRET peptide cleavage. inhibition, % at 6.95 µM. hit rate 0.83% among 370,000;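 active = inhibition above the mean of compounds lying between control limits plus 3 SD, set per campaign, cut at about 8.5% in these data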;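 note: 0% = DMSO-only wells as the low control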
DAX1 inh-2 = inhibitors of DAX1 repression of SF-1 activated StAR promoter; inhibition, % at 6.8 µM; hit rate 1.1% among 370,000; HEK293T StAR-luciferase reporter, SF-1/DAX-1 repression relief; AID 652010;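 active = inhibition above the mean over all tested compounds plus 3 SD, cut at about 3.6% in these data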;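 note: 0% = DAX-1 cells with DMSO and 100% = cells lacking DAX-1 with DMSO; higher inhibition means more luminescence from relief of DAX-1 repression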
hgDAF12 agonist = activates the H. glycines DAF-12 receptor ligand-binding domain; HEK293 GAL4-hgDAF12 UAS-luciferase reporter, agonist luminescence; normalized to butyrate control; activation, % at 6.8 µM; hit rate 1.8% among 370,000; AID 687014;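 active = activation above a cutoff set at the mean of all screened compounds plus 3 SD, cut at about 10% in these data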;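 note: 0% = DMSO wells and 100% = sodium butyrate wells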
FXN GAA850 act = increases GAA850 frataxin promoter reporter activity. HEK293 lucGAA850 FXN promoter luciferase reporter, 24 h; percent of 10 µM SAHA response. activation, % at 6 µM. hit rate 0.56% among 360,000. AID 540364;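 active = activation above the average of all compounds screened plus 3 SD, cutoff fixed separately per campaign, cut at about 7.5% in these data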;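 note: 0% = DMSO wells and 100% = 10 µM SAHA wells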
ssDAF-12 act = S. stercoralis DAF-12 activation, primary screen | HEK293 ssDAF-12/GRIP1 lit1-tk-luc reporter, luminescence; % of 3 µM dafachronic acid response | activation, % at 6.8 µM | hit rate 1% among 370,000 | AID 652126;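 active = activation above the mean over all tested compounds plus 3 SD, cut at about 0.9% in these data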;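 note: 0% = DMSO-only wells and 100% = 3 µM delta7-dafachronic acid wells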
PLC-gamma1 inh = inhibitors of human phospholipase C gamma1. inhibition, % at 12.2 µM. purified PLC-gamma1, fluorogenic substrate, fluorescence. P19174. AID 720700. hit rate 0.84% among 370,000; in the data active = inhibition above about 9.5%
Numbers without * were called inactive; i = inactive; x = not tested or not shown.

Order of values: DAX1 inh-1, hcDAF12 agonist, sPLA2-III inh, PLCb3 inh, ADAM10 inh, ADAM17 inh, DAX1 inh-2, hgDAF12 agonist, FXN GAA850 act, ssDAF-12 act, PLC-gamma1 inh
Cc1c(Cc2ccccc2)c(=O)[nH]c(=O)n1C
 : 0.3, -0.6, 6, 3, 3, -4, -0.4, -0.8, -0.1, -0.7, 4
CN(C)CCn1c(N)nc2ccccc21
 : -0.2, -1.1, 8, 1, -1, -4, -0.6, -0.3, 2.2, -1.0, 3
CCN1CCN(C(=O)C2CCCN(S(=O)(=O)c3cccc4nsnc34)C2)CC1 (configuration not stated)
 : 0.3, 0.2, 3, -6, 3, -7, 0.1, -2.6, 0.4, -1.5, 0
O=C(Nc1ccc(CN2CCOCC2)cc1)c1ccccc1F
 : 0.1, 2.4, 5, 0, -5, 0, 2.5, 12*, 4.3, -0.4, 0
O=C(Nc1ccc(S(=O)(=O)NC2CCCCC2)cc1)c1ccco1
 : 0.9, -2.7, 2, 1, -5, -2, -0.7, -1.8, 0.0, -0.5, -1
O=C(NCCc1ccccc1)OCc1cn(Cc2ccc(C(F)(F)F)cc2)nn1
 : x, -4.4, -2, -2, 1, 0, -0.2, -0.6, x, -1.2, -1
CCC(O)C1CCN(C(=O)c2cc(COc3ccc(F)cc3F)on2)CC1 (configuration not stated)
 : -0.1, -2.8, -4, -5, -7, -1, 0.3, 1.5, -0.2, -0.9, 4
COc1ccc(/C=N/NC(=O)c2ccc(NC(=O)c3cccc([N+](=O)[O-])c3)cc2)c(OC)c1
 : -0.3, -2.0, -9, -2, 3, -1, -1.8, -0.7, -0.3, -1.8, 1
CC(=O)N/N=C(\C)c1cccc(C(F)(F)F)c1
 : 0.8, 0.5, -1, -4, 1, -5, -0.5, -1.8, -0.9, -2.0, 0
CCCN(Cc1nnc(-c2ccccc2Cl)o1)C(=O)c1cccc(S(=O)(=O)N2CCOCC2)c1
 : -0.1, -1.3, 2, -5, -3, 2, -0.5, -2.0, 1.8, -0.8, 3
COC(=O)C1CN(Cc2cn(CCC3OCCO3)nn2)CCS(=O)(=O)N1Cc1ccc(F)cc1 (configuration not stated)
 : x, 0.1, 10, 0, -9, -5, -0.9, -2.4, x, -1.2, -3
CCC(=O)N(Cc1cc(=O)[nH]c2ccccc12)c1ccccc1C
 : 2.0, 4.1, -1, -9, -12, -4, 0.4, -1.9, 1.4, 0.1, 1
O=c1ccc(Cl)nn1-c1ccccc1
 : 3.0, -1.1, 6, -3, -2, -2, 0.5, -0.8, 0.5, -1.2, -1
CCOCCOC(=O)C1=C(C)NC(=O)NC1c1cc2c(cc1Br)OCO2 (configuration not stated)
 : 1.5, -0.7, 10, -7, -3, -3, 0.4, -2.0, -0.6, -0.4, 0
COc1cccc(CNS(=O)(=O)c2c(C(=O)N3CCCCC3)c(C)n(C)c2C)c1
 : 0.3, -1.6, -2, -1, 0, 1, -0.3, 2.3, 0.6, -0.1, 2
COc1cccc(COC(=O)Nc2ccccc2F)c1
 : 1.1, 4.6, -2, -1, 4, 1, 1.5, 10, 1.5, 0.2, 2
CCOC(=O)NC1=NCC(C)(C)S1
 : -0.3, -1.6, 8, -2, -20, -2, 0.3, 2.5, 2.2, -0.4, 3
CCN(CC(=O)NC1CCS(=O)(=O)C1)C(=O)/C=C/c1cccs1 (configuration not stated)
 : 0.0, -0.7, 2, -12, -5, 1, -0.1, 0.8, 0.3, -1.7, 1
COc1cc(/C=N/n2nnnc2N)cc(OC)c1OC
 : 0.7, -1.8, -2, -63, -61, -27, 0.0, -1.3, 0.5, -0.7, -36
CC(C)CNc1cccc2c1S(=O)(=O)N[C@@H](CC(C)C)CO2
 : x, -0.4, 10, -3, -28, -6, -0.6, 0.9, x, -0.8, -5
O=C(O)CCC(=O)Nc1ccc(N2CCOCC2)cc1
 : -1.1, -1.1, -7, -4, -3, -2, -0.8, 0.4, -0.7, -0.2, 0
COc1ccc(C(=O)O/N=C2\C(=O)N(C)c3ccccc32)cc1
 : 1.3, 1.1, -4, -7, -4, -3, 0.5, 0.7, 1.1, -0.3, 1
O=c1ccc(Oc2nc(N3CCCCC3)nc(N3CCCCC3)n2)n[nH]1
 : 1.4, -0.4, 1, 3, 1, 1, -0.4, 0.7, -1.1, -1.0, -1
CCN(C(=O)COC(=O)/C=C/c1cccc([N+](=O)[O-])c1)c1ccccc1
 : 0.1, 0.8, 3, -2, -3, -2, 0.4, 1.8, -1.1, -1.8, 4
Cc1ccc2c(c1)[C@@H](O)C[C@@H](C)N2N=O
 : -0.6, -0.2, 3, 1, -4, -2, 0.1, 1.3, 2.5, -2.0, 0
Cc1ccc(CNC(=O)c2cc(-c3ccccc3)nn2CC2CC(c3cccnc3)=NO2)cc1 (configuration not stated)
 : 0.1, 1.0, 0, 3, 8, -5, -0.8, -0.8, -2.2, -1.4, -2
COc1ccc(C(=O)N(C)CCOc2ccc(Cl)cc2)cc1S(=O)(=O)N1CCCC1
 : -0.8, -1.6, -5, -1, -7, -2, 0.3, -2.5, 1.8, -1.6, -1
Cc1cc(C=O)c(C)c2c1[nH]c1ccccc12
 : 0.7, -1.1, -5, i, -61, -19, -1.4, 8.1, -2.2, -1.2, -470
CCc1ccc(-c2cc3c(=O)n(CC(=O)N4CCCCCC4)nc(C)n3n2)cc1
 : -0.4, 3.7, 3, -6, -2, -2, 0.2, 2.3, 2.3, 0.2, -2
C=CC[n+]1c(C)csc1Nc1ccc(C(=O)O)cc1
 : 0.8, 0.2, 2, 4, 6, -2, 0.2, -0.8, 1.4, -1.6, 0

Random excerpt: 4 records from the list
Order of values: DAX1 inh-1, hcDAF12 agonist, sPLA2-III inh, PLCb3 inh, ADAM10 inh, ADAM17 inh, DAX1 inh-2, hgDAF12 agonist, FXN GAA850 act, ssDAF-12 act, PLC-gamma1 inh
COc1ccc(C(=O)N(C)CCOc2ccc(Cl)cc2)cc1S(=O)(=O)N1CCCC1
 : -0.8, -1.6, -5, -1, -7, -2, 0.3, -2.5, 1.8, -1.6, -1
O=C(NCCc1ccccc1)OCc1cn(Cc2ccc(C(F)(F)F)cc2)nn1
 : x, -4.4, -2, -2, 1, 0, -0.2, -0.6, x, -1.2, -1
CCN(C(=O)COC(=O)/C=C/c1cccc([N+](=O)[O-])c1)c1ccccc1
 : 0.1, 0.8, 3, -2, -3, -2, 0.4, 1.8, -1.1, -1.8, 4
CCOC(=O)NC1=NCC(C)(C)S1
 : -0.3, -1.6, 8, -2, -20, -2, 0.3, 2.5, 2.2, -0.4, 3

Carrying on.
Order of values: DAX1 inh-1, hcDAF12 agonist, sPLA2-III inh, PLCb3 inh, ADAM10 inh, ADAM17 inh, DAX1 inh-2, hgDAF12 agonist, FXN GAA850 act, ssDAF-12 act, PLC-gamma1 inh
CC(=O)NS(=O)(=O)c1cccnc1Nc1ccc(Cl)cc1
 : -0.7, -1.8, -6, -8, 2, -3, -0.5, 2.4, -1.2, -0.6, -7
O=C1C2C3C=CC(C3)C2C(=O)N1c1n[nH]c(-c2cccnc2)n1 (configuration not stated)
 : 1.4, -2.0, 10, 2, -4, -1, 0.4, -2.2, 2.8, -0.7, 1
O=C(CSc1ncnc2scc(-c3ccccc3)c12)Nc1ccc(C(=O)O)cc1
 : 2.0, 0.0, -11, -11, 3, -4, 0.3, 1.3, -0.4, -1.2, -1
COc1ccccc1NC(=O)CSc1nnnn1-c1ccc(C)cc1
 : -1.2, -2.1, -8, 1, -2, -6, -0.2, -3.3, -0.7, -0.7, 1
C[C@@]1([C@@H](NC(=O)c2cccs2)c2ccc(-c3ccccc3)cc2)C[C@H]1C1CCCCC1
 : 0.2, -0.3, 2, 4, 5, -3, 0.7, 1.5, 1.2, -1.4, 1
CCOc1ccccc1NC(=O)Cn1nnc(C(=O)Nc2ccc(C)cc2)c1N
 : -1.2, -3.2, -18, 1, -4, -3, -0.4, -1.4, -0.6, -0.6, 3
COc1ccc(C(C(=O)NC2CCCCC2)N(C(=O)c2ccco2)c2ccc(-n3cnnn3)c(C)c2)cc1 (configuration not stated)
 : 0.7, -1.2, 5, 2, 7, -4, -0.1, -1.4, -3.6, -1.5, 4
Cc1ccc(S(=O)(=O)NCc2cccnc2)cc1
 : 0.1, -1.2, -1, -5, 0, -3, -0.4, 3.2, -0.9, 0.4, 3
CC(C)c1[nH]c(=O)c(C#N)c2c1CSC(C)(C)C2
 : -0.1, -0.3, 0, -95, -284, -101, -0.3, 2.4, -0.4, -0.4, -74
CCN(CC)c1ccc(/C=C2\CCC(/C=C(/C#N)C(=O)Nc3ccccc3F)=C2N2CCOCC2)cc1
 : 2.2, 0.2, 5, -7, -11, 0, 1.5, 2.0, -1.1, -1.0, -2
COc1ccc(/C=C/c2c(-c3ccc(OC)cc3)oc(=O)c3cc(OC)c(OC)cc23)cc1
 : 0.2, -0.3, -8, -192, -79, -27, 1.8, 1.4, 2.9, -1.4, -134
COC(=O)[C@]1(Cc2ccccc2)N[C@H](CN(C)C(C)=O)[C@@H]2C(=O)N(Cc3ccccc3)C(=O)[C@@H]21
 : -0.7, -0.2, -3, 1, 2, -2, 1.1, 1.0, -2.0, -0.1, 1
O=C(OCc1nc2ccc(Cl)cc2n1CCO)c1ccc2c(c1)OCO2
 : 0.9, 0.7, -6, -12, -8, -1, 0.9, 2.2, 2.8, -0.2, -2
COc1ccc2c(c1OC)C(=O)N1C2SC(C)(C)[C@H]1C(=O)NCC(C)C (some centres not stated)
 : -0.7, -1.5, -5, -37, -40, -23, -0.4, 0.6, 3.8, -0.8, -20
CC1(C)Cc2c(cnn2-c2ccccc2)C(NC(=O)CCN2CCCC2=O)C1 (configuration not stated)
 : 1.3, -1.0, -2, -4, -4, -2, 0.1, 0.8, 0.6, -1.8, -1
CCCN1CCN(CCCNC(=O)Cn2nc(C)n3c(cc4cc(F)ccc43)c2=O)CC1
 : 1.9, 2.7, 8, -12, -47, -9, 0.2, -1.1, -2.1, -0.8, -3
Nc1nc(SCc2ccc(Cl)c(Cl)c2)n[nH]1
 : 1.7, 0.7, -3, -5, 0, 0, 0.3, 4.6, 4.6, -1.6, -1
